# Bioassay records (PubChem BioAssay)
# hcGAS inh: blocks human cGAS activity; recombinant h-cGAS, ATP depletion, Kinase-Glo luminescence; inhibition, % at 12.5 µM; 0.081% of 290,000 active; AID 1259398;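 also: 0% = vehicle reaction and 100% = reaction without DNA for no activity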
# Target sequence (Q8N884 whole entry, looked up): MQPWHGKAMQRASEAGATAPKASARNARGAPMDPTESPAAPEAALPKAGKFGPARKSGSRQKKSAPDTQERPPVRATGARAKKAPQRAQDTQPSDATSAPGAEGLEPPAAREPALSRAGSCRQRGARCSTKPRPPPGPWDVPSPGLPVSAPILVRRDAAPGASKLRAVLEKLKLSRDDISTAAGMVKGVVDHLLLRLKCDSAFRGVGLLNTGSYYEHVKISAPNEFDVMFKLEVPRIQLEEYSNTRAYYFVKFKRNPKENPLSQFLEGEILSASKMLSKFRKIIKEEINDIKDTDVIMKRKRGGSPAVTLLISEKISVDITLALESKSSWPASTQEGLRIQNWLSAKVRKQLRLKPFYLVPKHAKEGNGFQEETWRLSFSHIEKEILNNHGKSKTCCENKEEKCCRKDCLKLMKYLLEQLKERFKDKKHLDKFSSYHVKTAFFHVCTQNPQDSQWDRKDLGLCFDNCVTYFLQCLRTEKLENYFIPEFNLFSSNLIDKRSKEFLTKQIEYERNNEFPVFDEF
# mcGAS inh: inhibitors of mouse cGAS; Q8C6L5; recombinant cGAS, Kinase-Glo ATP depletion luminescence; inhibition, % at 12.5 µM; 0.15% of 160,000 active; AID 1259399;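 also: 0% = negative control wells and 100% = reference inhibitor with no enzyme activity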
# NPYLR7 ag: activates Aedes aegypti NPYLR7 receptor | HEK293T NPYLR7/Galpha15, GCaMP6s calcium fluorescence | activation, % at 10 µM | 0.15% of 270,000 active; in the data active = activation above about 40%;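 also: 0% = vehicle and 100% = reference agonist at the receptor; some compounds past the cut are filed as inactive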
# Starred values were filed as active, the others as inactive; / = no result given. Rule as the data show it, unless noted: active = inhibition above about 40%; inactive = the rest.
SMILES,hcGAS inh,mcGAS inh,NPYLR7 ag
Cc1ccc(-c2ccsc2C(=O)NS(=O)(=O)N2CCCCC2)cc1,-15.0,/,4.4
Cc1cc(C)c2sc(N(CCN3CCOCC3)C(=O)c3ccc([N+](=O)[O-])s3)nc2c1,-8.9,/,9.1
O=C(C1=CCCCC1)N(Cc1cccnc1)CC1CCCN(C2CCCCC2)C1 (configuration not stated),-2.6,-7.8,5.4
Cc1ccc(-c2cc(C(=O)NCc3cccc(C(F)(F)F)c3)n(-c3cccc(Cl)c3)n2)o1,-3.0,-1.9,-5.1
CCCc1cc(N2CCN(Cc3cc(Cl)ccc3O)CC2)nc(C)n1,1.4,/,4.5
Cc1cccc(N2CCN(Cc3nc(-c4ccc(N5CCCC(C)C5)nc4)no3)CC2)c1C (configuration not stated),2.2,/,5.5
C=CCO[C@@H]1C[C@H]2C(=O)N3CC[C@H](NS(=O)(=O)c4cccc(C(F)(F)F)c4)C[C@H]3C(=O)N2C1,-6.4,-6.7,-9.7
COC(=O)c1ccc(OCC(=O)Nc2nc3c(s2)CCCC3)cc1,-4.8,-4.1,-5.5
N#Cc1c2n(c(=O)n(CC(=O)N(C3=CCCCC3)C3CC3)c1=O)CCC2,-3.4,/,0.1
O=C(NC1CCCC1)c1cccn2c(=O)c3c4c(sc3nc12)CCCC4,-10.4,/,11.7
COc1cccc(Cc2nsc(N3CCC(CNC(=O)COCc4ccccc4)CC3)n2)c1,-15.3,-4.4,-9.8
O=C(CCc1nc2ccccc2[nH]1)N1CCCC2(CCNCC2)CC1,-6.4,/,14.6
Cc1ccc2nc(C)c(C(=O)N(C)CC(=O)NC(C)(C)C)cc2c1,-11.4,26.4,5.1
CCOc1ncccc1C(=O)Nc1ccnn1C(C)C,-5.5,-3.6,8.9
CCCn1nc(C(=O)NC(C)c2nnc3n2CCC3)ccc1=O (configuration not stated),-9.4,/,-1.5
CCN1CCN(C(c2ccc(OC)c(OC)c2)C2Sc3nc(C)nn3C2=O)CC1 (configuration not stated),-1.6,/,23.0
COCC1=C(C(=O)OC)C(c2cccs2)n2ncnc2N1 (configuration not stated),-3.3,/,8.4
COc1cccc(NC(=O)Nc2cccc(-n3nc(OC)nc3-c3cccc(F)c3)c2)c1,-4.0,-4.8,/
COc1ccc(OC)c(C2C3=C(CCCC3=O)OC(=N)C2C#N)c1 (configuration not stated),-3.1,-5.8,1.5
COC(=O)[C@@H](NC1CCN(c2ccc(NC(=O)c3cnccn3)cc2)CC1)c1ccccc1,-6.1,-10.5,13.8
NC1(C(=O)NCC2CCCN(Cc3cccc4nonc34)C2)CCC1 (configuration not stated),-1.5,/,0.8
Cc1cc(C)c(C)c(OCc2nc(CN(C(=O)c3ccco3)C3CC3)cs2)c1,1.1,1.2,7.8
CCCc1c(C(=O)N2CCCC(C(=O)OCC)C2)cnn1-c1ccccc1Cl (configuration not stated),-7.6,-6.5,7.7
C=C1Cn2c(nc3c2c(=O)n(C)c(=O)n3C)S1,-1.5,/,8.0
CC(C)(/C(=N\O)c1ccccc1)[N+]([O-])=NO,-4.0,-0.3,3.7
Cn1c(N)c(C(=O)CSc2cccc[n+]2[O-])c(=O)n(C)c1=O,-1.9,-4.6,3.3
C=CCOC(C)C(=O)N1CCS(=O)(=O)CC1c1ccccc1 (configuration not stated),-6.6,-12.3,1.1
C=CCN(CC=C)C(=O)c1ccccc1I,-2.6,/,8.9
Cc1nc(C(C)C)sc1C(=O)NC(C)(C)c1ccc(F)c(F)c1,-4.7,/,-20.4
CC(=O)NCC1=CCCN(CC(=O)N2CCOc3ccccc32)C1,-6.9,-12.9,/
C=CCNC(=O)c1c(-n2c(C)ccc2C)sc(C)c1C,-1.8,/,3.8
CCO[C@H]1COC[C@@H]1NC(=O)C(=O)c1cccnc1,-7.9,/,-4.4
CCOC(=O)N1CCN(C(c2ccc(F)cc2)c2c(O)cc(C)n(Cc3cccnc3)c2=O)CC1 (configuration not stated),5.0,/,5.5
CC(C)(C)Nc1nc(OCC(F)(F)F)nc(OCC(F)(F)F)n1,0.7,-3.2,/
Cc1cc(C(=O)NNC(=O)CCNC(=O)c2ccco2)c(C)o1,-10.1,/,5.7
CCC(C)c1csc(NC(=O)N(C)Cc2ncnn2C)n1 (configuration not stated),-0.2,-1.4,-0.6
CN(Cc1ccc(Br)s1)Cc1cc2c(cc1O)OCO2,5.7,/,2.5
CCOc1cccc(NC(=O)C2CC2C)n1 (configuration not stated),-7.3,/,-0.5
CCc1ccccc1OCCN(C)C(=O)c1ccc(C(C)=O)cc1,0.7,/,17.2
CC(=O)NC(CC(C)C)C(=O)N1CCN(Cc2ccc(-c3noc(-c4ccccc4)n3)cc2)CC1 (configuration not stated),-1.4,-5.9,25.9

# Rewritten as tab-separated lines: part of the list above
SMILES	hcGAS inh	mcGAS inh	NPYLR7 ag
Cc1ccc2nc(C)c(C(=O)N(C)CC(=O)NC(C)(C)C)cc2c1	-11.4	26.4	5.1
CCOc1ncccc1C(=O)Nc1ccnn1C(C)C	-5.5	-3.6	8.9
CCCn1nc(C(=O)NC(C)c2nnc3n2CCC3)ccc1=O (configuration not stated)	-9.4	/	-1.5
CCN1CCN(C(c2ccc(OC)c(OC)c2)C2Sc3nc(C)nn3C2=O)CC1 (configuration not stated)	-1.6	/	23.0
COCC1=C(C(=O)OC)C(c2cccs2)n2ncnc2N1 (configuration not stated)	-3.3	/	8.4
COc1cccc(NC(=O)Nc2cccc(-n3nc(OC)nc3-c3cccc(F)c3)c2)c1	-4.0	-4.8	/
COc1ccc(OC)c(C2C3=C(CCCC3=O)OC(=N)C2C#N)c1 (configuration not stated)	-3.1	-5.8	1.5
COC(=O)[C@@H](NC1CCN(c2ccc(NC(=O)c3cnccn3)cc2)CC1)c1ccccc1	-6.1	-10.5	13.8
NC1(C(=O)NCC2CCCN(Cc3cccc4nonc34)C2)CCC1 (configuration not stated)	-1.5	/	0.8
Cc1cc(C)c(C)c(OCc2nc(CN(C(=O)c3ccco3)C3CC3)cs2)c1	1.1	1.2	7.8
CCCc1c(C(=O)N2CCCC(C(=O)OCC)C2)cnn1-c1ccccc1Cl (configuration not stated)	-7.6	-6.5	7.7
C=C1Cn2c(nc3c2c(=O)n(C)c(=O)n3C)S1	-1.5	/	8.0
CC(C)(/C(=N\O)c1ccccc1)[N+]([O-])=NO	-4.0	-0.3	3.7
Cn1c(N)c(C(=O)CSc2cccc[n+]2[O-])c(=O)n(C)c1=O	-1.9	-4.6	3.3
C=CCOC(C)C(=O)N1CCS(=O)(=O)CC1c1ccccc1 (configuration not stated)	-6.6	-12.3	1.1
C=CCN(CC=C)C(=O)c1ccccc1I	-2.6	/	8.9
Cc1nc(C(C)C)sc1C(=O)NC(C)(C)c1ccc(F)c(F)c1	-4.7	/	-20.4
CC(=O)NCC1=CCCN(CC(=O)N2CCOc3ccccc32)C1	-6.9	-12.9	/
C=CCNC(=O)c1c(-n2c(C)ccc2C)sc(C)c1C	-1.8	/	3.8
CCO[C@H]1COC[C@@H]1NC(=O)C(=O)c1cccnc1	-7.9	/	-4.4
CCOC(=O)N1CCN(C(c2ccc(F)cc2)c2c(O)cc(C)n(Cc3cccnc3)c2=O)CC1 (configuration not stated)	5.0	/	5.5
CC(C)(C)Nc1nc(OCC(F)(F)F)nc(OCC(F)(F)F)n1	0.7	-3.2	/
Cc1cc(C(=O)NNC(=O)CCNC(=O)c2ccco2)c(C)o1	-10.1	/	5.7
CCC(C)c1csc(NC(=O)N(C)Cc2ncnn2C)n1 (configuration not stated)	-0.2	-1.4	-0.6
CN(Cc1ccc(Br)s1)Cc1cc2c(cc1O)OCO2	5.7	/	2.5

# (continued)
SMILES,hcGAS inh,mcGAS inh,NPYLR7 ag
O=C1C=C(Nc2ccccc2)C(=O)N1CCO,-1.5,/,2.7
COc1ccccc1C(C)N(C)Cc1nc(CCC(C)C)no1 (configuration not stated),-3.1,-7.3,1.1
CCc1cc(OC(=O)C2CC2)n(-c2ccc(Cl)c(Cl)c2)n1,-2.1,/,4.2
CC(C)(C)c1ccc(COc2coc(CN3CCCN(S(=O)(=O)c4cccc(-c5ccccc5)c4)CC3)cc2=O)cc1,0.9,1.3,-6.1
CCOC(=O)c1c(NC(=O)c2cc(C)oc2C)c(-c2ccc3c(c2)OCO3)cn1C,-2.2,-5.6,4.8
CCCn1c(=O)c(C(=O)N2CCC(C(=O)OCC)CC2)nn(-c2cccc(C)c2)c1=O,-3.4,-8.5,5.6
Cc1ccc(C(=O)N2CCC(C3=CCN(CCO)CC3)CC2)cc1F,-1.9,-11.0,16.2
Cn1c(Cn2c(=O)cnc3cc(F)c(F)cc32)cc(=O)n(C)c1=O,-4.7,/,2.2
CC(=O)N1CCN(c2ncccc2CNCc2ccccc2C(F)(F)F)CC1,2.9,/,-5.2
Cc1ccc(-c2nc(CN3CCC4(CCCO4)CCC3=O)c(C)o2)cc1 (configuration not stated),-5.7,/,8.9
O=C(Cn1cc(S(=O)(=O)N2CCCC2)ccc1=O)NNC(=O)c1cccs1,-0.6,/,3.0
COc1cccc(C(=O)N(Cc2ccco2)Cc2c(-c3ccc(F)cc3)noc2N2CCOCC2)c1,-5.3,-6.0,1.6
COc1cccc(N(C)C(=O)c2ccc(Cl)c(S(=O)(=O)N(C)C)c2)n1,-5.6,-13.3,-1.6
Cc1ccccc1Cn1c2c(c(C)c1C(=O)NCc1ccc3c(c1)OCO3)CCCC2,-5.2,-5.2,-2.0
CC=CCn1c(=O)c2c(nc3n(-c4ccc(N(C)C)cc4)c(C)cn23)n(C)c1=O,-4.3,/,3.6
CCCSc1ncc(CN2CCn3cncc3C2)cn1,-7.3,-9.9,4.9
O=C(NCc1nncn1C1CCCCC1)c1n[nH]c2c1CCC2,-2.9,/,6.2
O=C(CCCc1nnc2c(=O)n(-c3ccc(Cl)cc3)ccn12)N1CCc2ccccc2C1,-5.4,-11.2,2.0
CC(C)CN(CC(C)C)C(=O)c1ccc(-n2nc(-c3ccc(Cl)c(Cl)c3)cc2N)cc1,-6.7,-4.1,-0.7
CC1CCN(C(=O)Cn2c(-c3nnc(C(C)C)o3)cc3ccccc32)CC1,-3.7,-8.9,-6.8
CC1=NN(C(=O)CSc2ccccn2)C(C)(O)C1 (configuration not stated),-2.6,-7.4,0.7
Cc1ccc(NC(=O)CN(C)S(=O)(=O)c2cccc(C)c2)cc1,-8.6,/,2.6
Cc1nc(CCn2ccnc2-c2ccnc3ccccc23)sc1C,-5.6,-10.2,-0.7
COc1ccc(C)cc1N1CCN(C(=O)c2cccc(F)c2)C(C)C1=O (configuration not stated),0.6,-3.1,-9.8
COc1cc(Nc2nc3ccccc3n3nnnc23)cc(OC)c1,-1.0,-1.5,-1.7
CCCOc1ccc(C(=O)N2CCC(n3cnc4cc(C(F)(F)F)ccc43)CC2)cc1,-9.4,-8.6,-3.5
NC(=O)CN(C(=O)c1ccc(N2CCOCC2)cc1)C1CCCC1,-8.1,/,15.1
O=C(Cc1nn(CCO)c(=O)c2ccccc12)OCc1cccc(F)c1F,-9.4,-17.7,4.8
Cc1cc(C)cc(-c2nc3cc(C)ccn3c2NC(=O)C(C)C)c1,5.0,4.1,-7.6
Cc1c(Br)cccc1NC(=O)C1(C)CCN1Cc1ccc2c(c1)OCCO2 (configuration not stated),-9.9,/,9.6
CCC(C(=O)Nn1cnc2c(cnn2-c2ccc(C)cc2)c1=O)c1ccccc1 (configuration not stated),-12.5,/,3.0
Cc1cc(C)n(CCC(=O)NC(Cn2cccn2)c2ccccc2)c(=O)n1 (configuration not stated),-4.6,-17.5,15.6
O=C(CSc1nnc(-c2ccco2)n1-c1cccc(Cl)c1)c1ccc(Cl)cc1,-0.1,-3.1,/
FC(F)(F)c1cc(Oc2ccccc2Cl)nc(SCc2cccc(Cl)c2)n1,-2.6,/,1.9
O=C(N/N=C\c1coc2ccccc2c1=O)c1cccnc1,-4.1,-5.1,-3.1
CN(C)P1(N(C)C)=NC(c2ccccc2)=NC(NN(c2ccccc2)c2ccccc2)=N1,-5.3,/,-3.5
COCCN1C(=O)C(C)Oc2ccc(C#N)cc21 (configuration not stated),-5.1,/,6.2
Cc1ccc(CNC(=O)COc2coc(CN3CCc4ccccc4C3)cc2=O)cc1,-3.4,-6.5,1.4
Cc1nc(C)c(Cc2ccc(F)cc2)c(N2CCN(S(C)(=O)=O)CC2)n1,-8.9,-4.7,31.1
CCOC(=O)c1c(C)[nH]c(C(=O)COC(=O)c2cccs2)c1C,-10.6,/,4.4

# A draw from above in order of heavy-atom count, falling.
SMILES,hcGAS inh,mcGAS inh,NPYLR7 ag
CC(C)CN(CC(C)C)C(=O)c1ccc(-n2nc(-c3ccc(Cl)c(Cl)c3)cc2N)cc1,-6.7,-4.1,-0.7
COc1ccccc1C(C)N(C)Cc1nc(CCC(C)C)no1 (configuration not stated),-3.1,-7.3,1.1
Cn1c(N)c(C(=O)CSc2cccc[n+]2[O-])c(=O)n(C)c1=O,-1.9,-4.6,3.3

# (listing goes on)
SMILES,hcGAS inh,mcGAS inh,NPYLR7 ag
Cc1ccc(S(=O)(=O)NC(=O)c2cccc(F)c2)cc1C,-15.6,/,8.0
COc1cc(Cl)c(C)cc1NC(=O)Cn1c(C)nc2ccccc21,-7.6,/,2.2
Cc1[nH]c(=O)[nH]c(=O)c1CCc1nnc(SCc2ccccc2)o1,-4.7,-7.8,-4.4
CN(Cc1cc(-c2ccccn2)no1)C1CCCc2ccccc21 (configuration not stated),-3.0,-10.3,1.4
CN(NC(=O)c1ccc(-n2nc(-c3ccc(Cl)c(Cl)c3)cc2N)cc1)c1ccccc1,-8.6,-5.0,3.5
Cc1noc(C)c1C(=O)N1CCC1(C)C(=O)NS(=O)(=O)c1ccc(F)cc1F (configuration not stated),1.1,/,4.2
